RGS12 GoLoco inh: blocks human Gai1 binding to RGS12 GoLoco peptide, red readout; Potency, µM (doses to about 61.6 µM), inactives show top-dose activity, negative = inhibition, usual class: inhibitors; P63096; AID 880; Gai1:RGS12 GoLoco peptide FP, rhodamine, 10 min; 0.44% of 230,000 active; active = well fitted inhibition curve with a large enough effect, not every such curve was filed as active; inactive = no such curve, though single readings can be large or run the other way; also: nearly all actives have a fitted effect of over 30% in size; many of its hits are not listed in these tables
TexasRed fluor: Texas Red fluorescence interference in TRb-SRC2 counter-screen; TRb/SRC2 Texas Red total fluorescence interference; Potency, µM (titrated, usually from 106 µM), for inactives: top-dose fluorescence change, negative = quenching; 0.29% of 280,000 active; active = well fitted curve in either direction with a large enough effect; inconclusive = small, poorly fitted or top-dose-only effect
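Flags fluorescent or light-absorbing compounds by total fluorescence, S + 2P, at 555 nm excitation and 632 nm emission. Mixture: 20 nM Texas Red SRC2 peptide, 0.6 uM human TRb LBD, 1 uM T3, 5% DMSO; compound exposure 5 h at ambient temperature.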
TRb-SRC2 inh: TRbeta-SRC2 interaction inhibition; P10828; TRbeta-SRC2 peptide binding, fluorescence polarization; receptor liganded with 1 µM T3; Potency, µM (top dose mostly 106 µM), for the others: at the top dose activity change, negative = inhibition, actives largely listed as inhibitors; 0.065% of 280,000 active;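 also: plate controls were bound peptide for no effect and peptide without receptor for full effect; nearly all actives have a fitted effect of over 50% in size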
Target sequence (P10828 whole entry, looked up): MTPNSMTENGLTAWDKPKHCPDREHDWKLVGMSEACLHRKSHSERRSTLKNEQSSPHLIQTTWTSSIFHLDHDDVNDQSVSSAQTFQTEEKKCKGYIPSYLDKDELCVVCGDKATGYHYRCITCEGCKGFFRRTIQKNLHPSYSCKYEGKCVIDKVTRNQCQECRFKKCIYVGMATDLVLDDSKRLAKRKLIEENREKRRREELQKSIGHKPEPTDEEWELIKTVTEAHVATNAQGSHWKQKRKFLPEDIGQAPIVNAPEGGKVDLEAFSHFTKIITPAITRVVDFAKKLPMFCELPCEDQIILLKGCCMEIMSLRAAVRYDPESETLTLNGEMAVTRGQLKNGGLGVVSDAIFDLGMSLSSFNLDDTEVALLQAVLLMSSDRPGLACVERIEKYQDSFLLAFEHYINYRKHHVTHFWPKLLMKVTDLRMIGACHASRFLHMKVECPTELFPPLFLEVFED
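Read-out is fluorescence polarization (555 nm excitation, 632 nm emission) of a Texas Red SRC2 coactivator peptide; loss of signal reflects blocked binding to human TRb ligand-binding domain in the presence of 1 uM T3.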
GAA inhib: blocks human lysosomal alpha-glucosidase; 0.005% of 200,000 active; P10253; Potency, µM (doses to about 76.9 µM), without a hit: at the highest dose activity change, negative = inhibition, actives largely listed as inhibitors; AID 1466; purified human GAA, 4-MU-alpha-glucoside fluorescence;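 also: plate controls were uninhibited enzyme wells for no effect and no-enzyme background for full effect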
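Human enzyme at 4 nM with 400 uM 4-methylumbelliferyl-alpha-D-pyranoside, citrate/phosphate buffer pH 5.0, 0.005% Tween-20, 20 min at room temperature. Compounds up to 77 uM. 4-MU fluorescence (Ex 365/Em 440) read after NaOH/glycine stop; AC50 from Hill fit.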
L3MBTL1 inh: blocks human L3MBTL1; AID 485360; AlphaScreen L3MBTL1–H3K9me1 peptide binding; Potency, µM (titrated, usually from 57.1 µM), without a hit: at the highest dose activity, negative = inhibition, actives largely listed as inhibitors; Q9Y468; 0.66% of 230,000 active; also: nearly all actives have a fitted effect of over 60% in size
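First, the protein-peptide complex forms for 30 min at room temperature (L3MBTL1 50 nM, biotinylated H3K9me1 peptide 75 nM). Next, compounds are pin-transferred and incubated 30 min. Finally, AlphaScreen beads are added and read after 30 min.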
aGlu spleen mod: inhibits or activates alpha-glucosidase in human spleen homogenate; human spleen homogenate, 4-MU-alpha-glucoside fluorescence; Potency, µM (top dose mostly 79.9 µM), inactives show top-dose activity change, negative = inhibition, actives largely listed as inhibitors; 0.006% of 240,000 active; AID 2112;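 also: 0% = enzyme with vehicle and -100% = no enzyme basal signal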
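Human spleen homogenate (1 ug) incubated with compounds and 1 mM 4-methylumbelliferyl-alpha-D-glucopyranoside in pH 5.0 citrate/phosphate buffer, 37 C, 40 min. Stopped at pH 10; 4-MU fluorescence (Ex 365/Em 440 nm); AC50 by Hill fit.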
RECQ1 inh: RECQ1 (human) helicase inhibition; RECQ1 DNA unwinding, red fluorescence kinetic read; 0.54% of 240,000 active; Potency, µM (highest dose often 57.3 µM), without a hit: top-dose activity, negative = inhibition, most hits filed as inhibitors; P46063;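 also: plate controls were vehicle for no effect and no enzyme for full effect; nearly all actives have a fitted effect of over 30% in size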
Target sequence (P46063 whole entry, looked up): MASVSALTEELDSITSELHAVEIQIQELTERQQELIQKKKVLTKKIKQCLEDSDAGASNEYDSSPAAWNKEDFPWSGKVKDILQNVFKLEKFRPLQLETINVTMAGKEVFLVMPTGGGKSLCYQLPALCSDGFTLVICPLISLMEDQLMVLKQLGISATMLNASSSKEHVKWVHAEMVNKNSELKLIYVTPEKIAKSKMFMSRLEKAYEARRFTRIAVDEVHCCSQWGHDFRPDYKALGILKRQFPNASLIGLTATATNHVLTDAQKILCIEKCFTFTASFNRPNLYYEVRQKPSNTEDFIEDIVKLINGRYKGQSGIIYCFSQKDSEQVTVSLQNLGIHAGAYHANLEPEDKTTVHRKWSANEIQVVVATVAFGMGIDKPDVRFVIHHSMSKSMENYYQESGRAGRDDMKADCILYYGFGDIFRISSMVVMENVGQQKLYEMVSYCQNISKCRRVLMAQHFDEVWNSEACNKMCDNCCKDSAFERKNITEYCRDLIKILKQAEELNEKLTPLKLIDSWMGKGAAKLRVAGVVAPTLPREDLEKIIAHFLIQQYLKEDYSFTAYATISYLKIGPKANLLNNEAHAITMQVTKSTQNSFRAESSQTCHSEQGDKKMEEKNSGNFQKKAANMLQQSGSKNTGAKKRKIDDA
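RECQ1T1 50 nM; forked duplex (20 bp + 30-nt ss tails) 200 nM, ATP 2 mM final; pH 8.0, 2 mM MgCl2, 2.5 ug/ml poly(dI-dC); 15 min compound preincubation; discontinuous kinetic read over 2 h at RT.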
GAA glycogen: GAA glycogen-cleavage inhibition or activation. 0.38% of 300,000 active. Potency, µM (series often up to 76.4 µM), for the others: top-dose activity change, negative = inhibition, usual class: inhibitors. recombinant GAA, glycogen substrate, Amplex Red glucose oxidase fluorescence;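 also: 0% = full enzyme reaction and -100% = no-enzyme basal signal; the screen sought inhibitors and activators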
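Recombinant human enzyme (4 nM); glycogen substrate; 37 C, 40 min, pH 5.0. Readout: coupled glucose oxidase/Amplex Red fluorescence.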
The depositor's hits bear a star; i = inactive; ? = inconclusive; / = no result given; [ ] = another dose, or the depositor's remark. Unless noted, calls follow the shape of the dose curve; as a rule, active = well fitted curve in the direction sought with a large enough effect; inconclusive = small, poorly fitted or top-dose-only effect, or another doubt; inactive = no such curve, though single readings can be large; an effect the other way counts as inactive or inconclusive. Unless noted, % is scaled to controls: 0 for no effect and ±100 for the full control effect; potency is read from the fitted curve at half-maximal effect. Not all compounds are listed. The share of hits here may be higher or lower than overall.

SMILES	RGS12 GoLoco inh	TexasRed fluor	TRb-SRC2 inh	GAA inhib	L3MBTL1 inh	aGlu spleen mod	RECQ1 inh	GAA glycogen
O=c1oc(-c2ccccc2F)nc2c1cnn2-c1ccccc1	-6%	-3%	-14%	4%	/	-1%	-14%	5%
Cc1onc(-c2c(F)cccc2Cl)c1C(=O)N1CCc2ccccc21	11%	1%	-8%	-13%	/	1%	i	0%
COc1ccccc1CNCC(=O)N1CC(=O)Nc2ccccc21	-6%	-1%	5%	3%	7%	3%	1%	0%
Cc1ccc(CC(=O)NCCC(=O)O)cc1	-2%	0%	8%	/	6%	3%	-3%	-3%
O=C(CNC(=O)c1ccccc1)NCC1COc2ccccc2O1 (centres undefined)	4%	0%	1%	-2%	/	-1%	i	-7%
COc1ccc(CN(Cc2cccn2C)S(=O)(=O)c2ccc(C)cc2)cc1	6%	-2%	3%	/	/	-5%	-8%	2%
COc1ccc(C(CNC(=O)c2ccc(N3CCCC3=O)cc2)N(C)C)cc1 (centres undefined)	4%	-1%	-7%	-1%	5%	1%	i	5%
CCN(CC)CCN(Cc1cc2ccc(C)cc2[nH]c1=O)C(=O)Nc1ccc(Cl)cc1	2%	-3%	2%	4%	28%	-1%	i	-5%
COc1ccc(-c2nc(CS(=O)CC(=O)NCc3ccc4c(c3)OCO4)c(C)o2)cc1 (centres undefined)	13%	-1%	0%	1%[15.4 µM]	-5%	-8%	-5%	8%
COc1ccccc1C(=O)C1CCCN(C(=O)c2cc(CC(C)C)nc(C)n2)C1 (centres undefined)	-9%	0%	1%	-3%	6%	2%	-4%	-12%
NC(=O)c1sc2nc3c(cc2c1N)CCC3	7%	-5%	-5%	7%	8%	6%	0%	-22%
Cc1ccc(S(=O)(=O)CC(=O)Nc2nc(-c3ccccc3)cs2)cc1	2%	1%	-12%	-15%	/	2%	i	-9%
Cc1cc(C)c(-c2csc(Cc3nc(-c4cc5ccccc5oc4=O)cs3)n2)cc1C	83%[activator]	-1%	-2%	3%	12%	2%	-5%	7%
COc1ccc(NC(=O)c2ccc(COc3ccccc3Br)o2)cc1OC	6%	0%	0%	-27%	-7%	-7%	-17%	-7%
C=CCn1c(SCc2nc3ccccc3c(=O)[nH]2)nnc1-c1cc2cc(Cl)ccc2o1	9%	0%	7%	0%	0%	11%	-8%	24%
COC(=O)c1c(NC(=O)c2cccnc2)sc(C)c1C	-4%	1%	3%	-6%	/	-3%	-7%	-5%
Cc1nc2c(C(=O)N3CCOCC3)cnn2c(C)c1Cc1ccc(Cl)cc1	8%	-2%	-18%	-4%	2%	-10%	-4%	-3%
Cc1csc2nc(=O)c3ccccc3n12	9%	-1%	-14%	2%	11%	9%	1%	2%
C=CCn1c(N2CCCC2)nc2c1c(=O)[nH]c(=O)n2C	-2%	-4%	3%	-7%	6%	-1%	-8%	5%
Cc1cc(C)n(-c2cccc(CN(C)Cc3nc(-c4cnccn4)no3)c2)n1	7%	-6%	-3%	8%	-2%	-4%	-4%	-9%
O=C(C1CCN(S(=O)(=O)c2ccc(-n3cnnn3)cc2)CC1)N1CCN(c2ccccc2)CC1	6%	-2%	-12%	-7%	1%	-6%	-3%	3%
COc1ccc(C(CC(=O)Nc2cc(OC)cc(OC)c2)n2cccc2)cc1 (centres undefined)	3%	-3%	-7%	-11%	-12%	-7%	-6%	-8%
COc1ccc(C(=O)NNC(=S)NC(=O)c2cc(-c3ccccc3)nc3ccccc23)cc1	11%	-2%	-5%	0%	0%	2%	-6%	-3%
Cc1cccc(N/C(N)=N/c2nc(C(F)(F)F)cc(=O)[nH]2)c1C	7%	-2%	-12%	-1%	-5%	0%	i	5%

Single values from the list:
For GAA glycogen, O=C(C1CCN(S(=O)(=O)c2ccc(-n3cnnn3)cc2)CC1)N1CCN(c2ccccc2)CC1 shows 3%
For RGS12 GoLoco inh, C=CCn1c(N2CCCC2)nc2c1c(=O)[nH]c(=O)n2C shows -2%
For aGlu spleen mod, Cc1nc2c(C(=O)N3CCOCC3)cnn2c(C)c1Cc1ccc(Cl)cc1 shows -10%
For GAA glycogen, Cc1csc2nc(=O)c3ccccc3n12 shows 2%
For aGlu spleen mod, COc1ccc(C(=O)NNC(=S)NC(=O)c2cc(-c3ccccc3)nc3ccccc23)cc1 shows 2%

Remaining list, next part:
SMILES	RGS12 GoLoco inh	TexasRed fluor	TRb-SRC2 inh	GAA inhib	L3MBTL1 inh	aGlu spleen mod	RECQ1 inh	GAA glycogen
COc1ccc(N2C(=O)C3CCCN3C2c2cccs2)cc1 (centres undefined)	6%	-2%	-4%	-5%	/	3%	-10%	-21%
CCOC(=O)CN(C(=O)CSc1nnc(COc2ccc(OC)cc2)n1C)c1ccccc1	-4%	-3%	2%	-5%	0%	-16%	-16%	1%
CCCn1c(C)nc2c(N(CCN(CC)CC)CCN(CC)CC)nc(C)nc21	0%	3%	-2%	/	/	-1%	-7%	/
Cc1nnc2c3ccccc3c(Cl)nn12	7%	-2%	-6%	14%	?	15%	3%	14%
CC1CN=C(c2cccn2Cc2ccc(F)cc2Cl)O1 (centres undefined)	-1%	0%	5%	2%	-7%	-5%	-1%	0%
CCN1CCCC1Cn1cnc2c([nH]c3cc(OC)ccc32)c1=O (centres undefined)	6%	0%	-5%	-6%	/	4%	i	-2%
Cc1cccnc1NC(=O)c1ccc2nc(N)sc2c1	4%	1%	-2%	-4%	/	4%	-10%	7%
Cc1cc(NC(=O)Nc2cc(Cl)ccc2C)no1	-16%	2%	5%	/	13%	-2%	-12%	4%
Cn1nc(C(F)(F)F)c2cc(NC(=O)OCc3ccc(C(C)(C)C)cc3)sc21	4%	0%	-1%	-10%	/	8%	-12%	-13%
C=Cc1c(C)/c2[n-]/c1=C\c1[n-]c(c(CC)c1C)/C=c1\[n-]c3c(c1C)C(=O)C(C(=O)[O-])C=3c1[n-]c(c(C)c1CCC(=O)[O-])\C=2.[Cu].[Na+].[Na+] (centres undefined)	-5%	25µM*[quencher]	45µM*	/	/	3%	1.1µM*	/
CCOC(=O)C(C)Oc1ccsc1C(=O)OC (centres undefined)	1%	-4%	1%	-4%	-10%	1%	-2%	-1%
O=C(CNS(=O)(=O)c1ccc(C(=O)N2CCCCC2)cc1)N1CCCCC1	-6%	1%	7%	-10%	/	-3%	-10%	-3%
Cc1cccn2c(=O)c3cc(C#N)c(=NC(=O)c4cccs4)n(CCCOC(C)C)c3nc12	4%	-1%	0%	?	-11%	12%	-3%	5%
CCCCCN1C2=NCCN2c2ccccc21	2%	-2%	-16%	-5%	2%	0%	-4%	7%
CCN(CC)S(=O)(=O)c1ccc2nnn(OCC(=O)Nc3cccc(C#N)c3)c2c1	12%	-3%	-6%	-2%	/	-8%	-2%	-6%
CCOC(=O)CSc1nnc(CNC(=O)c2ccc(OC)cc2)n1-c1ccc(OC)cc1	6%	-2%	5%	-5%	6%	-2%	-11%	3%
C=CCn1c(-c2ccc(OC)cc2)nc2nc3ccccc3nc21	15%	-2%	-4%	?	/	0%	i	-1%
O=C(Nc1nnc(-c2cccs2)s1)C1CC1	6%	-3%	6%	?	-12%	8%	?	6%
CC(C)CCN(C)C1CCN(S(=O)(=O)c2cccc(C(F)(F)F)c2)CC1	5%	1%	8%	?	9%	-12%	-3%	-2%
O=C(c1ccccc1)N1CCN=C1c1ccccc1	-10%	0%[53 µM]	2%[53 µM]	-3%	5%	3%	-9%	8%
CCOc1cc(NC(=S)Nc2ccccc2)c(OCC)cc1NC(=O)c1ccc(OC)cc1	6%	0%	-2%	-11%	-19%	-12%	-1%	-29%
Cc1cc(Cl)ccc1OCCCC(=O)NN	0%	-2%	-17%	-1%	-3%	3%	i	23%
CC(=O)c1cccc(Nc2c([N+](=O)[O-])c(=O)oc3ccccc23)c1	-9%	-3%	-8%	/	/	2%	-6%	3%
Nc1nonc1C(=O)NCCNS(=O)(=O)c1ccc(Br)cc1	-1%	2%	-7%	-12%	-5%	-6%	-6%	4%

3 entries already listed, arranged by length of the SMILES, smallest number first:
SMILES	RGS12 GoLoco inh	TexasRed fluor	TRb-SRC2 inh	GAA inhib	L3MBTL1 inh	aGlu spleen mod	RECQ1 inh	GAA glycogen
CC1CN=C(c2cccn2Cc2ccc(F)cc2Cl)O1 (centres undefined)	-1%	0%	5%	2%	-7%	-5%	-1%	0%
CCCn1c(C)nc2c(N(CCN(CC)CC)CCN(CC)CC)nc(C)nc21	0%	3%	-2%	/	/	-1%	-7%	/
COc1ccc(C(CNC(=O)c2ccc(N3CCCC3=O)cc2)N(C)C)cc1 (centres undefined)	4%	-1%	-7%	-1%	5%	1%	i	5%

(next part)
SMILES	RGS12 GoLoco inh	TexasRed fluor	TRb-SRC2 inh	GAA inhib	L3MBTL1 inh	aGlu spleen mod	RECQ1 inh	GAA glycogen
Cc1cc(OCCN2CCCC2)ccc1C(C)C	-2%	-1%	-1%	-2%	-17%	-1%	-1%	3%
CCC(C)NC(=O)CC(c1ccccc1)c1cc(C)ccc1O (centres undefined)	14%	2%	-6%	-6%	5%	0%	i	-24%
Cc1ccc(S(=O)(=O)Nc2cccc(-c3cn4ccsc4n3)c2)cc1	1%	-5%	-2%	-3%	-7%	-2%	-18%	-3%
CCc1ccc(N2CC(C(=O)Nc3ccc(C)c(S(=O)(=O)N4CCOCC4)c3)CC2=O)cc1 (centres undefined)	-14%	-3%	0%	-18%	/	-3%	i	-9%
CCOC(=O)C1CCN(C(=O)CSCCSCC(=O)N2CCC(C(=O)OCC)CC2)CC1	1%	1%	-20%	-4%	-7%	7%	-11%	-11%
COCCN1C(=O)N[C@@H](CCc2ccccc2)C(C(=O)OC)=C1C	10%	-1%	-3%	/	/	-1%	i	/
CCCNCC1C(Oc2ccc(Cl)cc2Cl)C(=O)N1c1cccc(C)c1C (centres undefined)	1%	-1%	6%	?	16%	/	-5%	-16%

High-throughput results: PubChem BioAssay, National Center for Advancing Translational Sciences (NCATS)
